EWS-Fli inh: EWS/Fli-driven NR0B1 reporter inhibitors, primary screen, A673 cells, NR0B1 luciferase, luminescence, MLPCN library; viability-normalised; inhibition, % at 12.6 µM; actives 0.67% (n = 350,000); AID 651661, 2012;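 active = mean inhibition of at least 50% after viability correction, with every replicate also passing that limit; inconclusive = mean reaches 50% but only one of two replicates passes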;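 note: firefly luciferase signal divided by Alamar Blue viability fluorescence both relative to DMSO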
DENV2 CPE: inhibitors of DENV2 cytopathic effect, primary screen, cell-based, plate reader, single concentration; actives 1.7% (n = 350,000); CPE inhibition, % at 9.99 µM; DENV2-infected cells, cytopathic effect rescue; in the data active = CPE inhibition above about 20%, passing the limit was not always enough; inconclusive = no clear call, values can overlap the other calls; tested in BHK-21 cells;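 note: 0% = median of neutral control wells and 100% = median of positive control wells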
FN deposit inh: inhibitors of fibronectin matrix deposition, primary screen, AH1F cells, Alexa488-fibronectin fluorescence, plate reader | AH1F fibroblasts, overnight | inhibition, % at 12.6 µM | actives 0.086% (n = 350,000);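 active = mean inhibition across replicates of 30% or more, regardless of how many single replicates reach that level; inconclusive = mean under 30% yet at least half of replicates reach 30%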;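 note: positive control wells lacked labelled fibronectin entirely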
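Test system: AH1F fibroblast monolayer depositing Alexa488-labelled fibronectin into matrix. Input: 10000 cells per well. Technique: fluorescence, ex 485 nm, em 525 nm. Buffer or medium: DMEM plus 2% serum, read in PBS. Timing: 1 h cell adhesion before compound, then overnight fibronectin incubation. Compound: single dose, pinned. Read-out basis: inhibition from reduced deposited-fibronectin fluorescence.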
PAX8 inh HTS: inhibitors of PAX8-driven TPO luciferase reporter, primary screen, RMG-I cells, single concentration. SteadyGlo, 24 h. inhibition, % at 12.6 µM. actives 1.2% (n = 360,000). AID 652154, 2013;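 active = mean replicate inhibition at least 60% with every replicate also reaching 60%; inconclusive = only one of the two criteria is met; inactive = mean below 60% and not all replicates reaching 60%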;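 note: luciferase light reporting Pax8 driven TPO promoter activity; plate controls were median of neutral control wells for no effect and mitoxantrone controls for full effect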
GSIS activator: GLuc luminescence reporter in INS-1E cells, primary screen for activators of glucose-dependent secretion of insulin; INS-1E GLuc reporter insulin secretion, 2-3 h; activation, % at 16.6 µM; actives 0.61% (n = 370,000); AID 743287, 2014;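 active = lowest replicate activation of at least 40%, so every replicate reaches that level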;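 note: 0% = median of neutral control wells and 100% = median of IBMX positive control wells; some compounds called inactive have numbers as strong as hits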
miR122 inh: miR-122 Renilla sensor signal increase in Huh7, primary screen, miR-122 inhibitor project, cell-based, single point, plate reader. activation (reporter increase), % at 12.5 µM. actives 0.3% (n = 340,000). Huh7 miR-122 Renilla luciferase sensor, 48 h; neutral wells = 0, positive control = 100;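 active = mean replicate activation score at least 90 and every replicate individually at or above 90; inconclusive = only one of the two criteria met; inactive = neither criterion met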;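 note: higher luciferase means less miR-122 activity so hits act as miR-122 inhibitors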
CFTR F508del cor: F508del CFTR correction, initial screen, CFBE line, single point | CFBE cells, YFP halide quenching; stimulated with forskolin plus potentiator P3; % fluorescence drop versus neutral controls | activity (quench increase), % at 7.58 µM | actives 0.36% (n = 350,000);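 active = mean added fluorescence quench of at least 8% versus neutral control, with both replicates also reaching 8%; inconclusive = only one of the mean or replicate conditions met; inactive = mean below 8% and not both replicates reaching 8%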;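 note: cells transiently co-express mutant CFTR-F508del with the halide-sensitive YFP; corrector assay measuring rescue of mutant channel to the surface after 24 h compound exposure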
An asterisk follows results filed as active; ? = inconclusive; . = no result given; & = joins results of further samples; [ ] = another dose, or the depositor's remark.

SMILES	EWS-Fli inh	DENV2 CPE	FN deposit inh	PAX8 inh HTS	GSIS activator	miR122 inh	CFTR F508del cor
COc1cccc(C#Cc2ccc3c(c2)O[C@@H](CN(C)C(=O)CN2CCOCC2)[C@H](C)CN([C@H](C)CO)S3(=O)=O)c1	14	-4	11	-2	2	5[16.7 µM]	1.5
COc1cccc(-c2cccc(NC(=O)C3CCN(CCCn4cccn4)CC3)c2)c1	6	15	16	4	-3	4	0.0
O=C(CCOc1ccccc1)Nc1ccnn1C1CCN(Cc2ccc(F)cc2)CC1	3	2	0	1	1	-8	-1.6
CCN(CC)c1ccc(S(=O)(=O)N2CCOCC2)cc1NC(=O)COC(=O)/C=C/c1ccco1	10	4	-5	8	4	0	1.6
Cc1cc(C)n2c(SCC(=O)N(CCC#N)c3ccc4c(c3)OCCO4)nnc2n1	2	5	-13	1	26	0	1.9
CCCNC(=O)N1[C@@H]2c3ccc(-c4ccccc4OC)c(=O)n3C[C@H]1[C@H](CO)[C@H]2C(=O)N(C)C	-2	-7	.	-4	1	-2[16.7 µM]	-0.4
CCC1CCC2(CC1)NC(=O)N(CC(=O)NCc1ccccc1Cl)C2=O (stereo not drawn)	-1	0	-7	-13	.	2	1.3
O=C(Cn1c(=O)oc2cc(S(=O)(=O)N3CCCC3)ccc21)NCc1ccccn1	2	10	-5	-2	-8	0	0.9
Cc1nc2ncc(Br)cc2[nH]1	-10	-1	0	22	5	.	.
O=[N+]([O-])c1ccc(C2=NN(CCO)C(=Nc3ccc(OC(F)(F)F)cc3)SC2)cc1	6	-13	6	0	7	.	-33
O=C(NCCc1c[nH]c2ccccc12)/C(=C\c1cccs1)NC(=O)c1ccccc1	4	6	19	1	-4	.	1.1
C[C@H](NC(=O)C[C@H]1CC[C@@H](NC(=O)CN2CCOCC2)[C@H](CO)O1)c1ccccc1	-6	-9	4	-22	2	-15[16.7 µM]	-1.3

Sorted by molecular weight (ascending): part of the list above.
SMILES	EWS-Fli inh	DENV2 CPE	FN deposit inh	PAX8 inh HTS	GSIS activator	miR122 inh	CFTR F508del cor
COc1cccc(-c2cccc(NC(=O)C3CCN(CCCn4cccn4)CC3)c2)c1	6	15	16	4	-3	4	0.0
Cc1cc(C)n2c(SCC(=O)N(CCC#N)c3ccc4c(c3)OCCO4)nnc2n1	2	5	-13	1	26	0	1.9
O=[N+]([O-])c1ccc(C2=NN(CCO)C(=Nc3ccc(OC(F)(F)F)cc3)SC2)cc1	6	-13	6	0	7	.	-33

Remaining list, next part:
SMILES	EWS-Fli inh	DENV2 CPE	FN deposit inh	PAX8 inh HTS	GSIS activator	miR122 inh	CFTR F508del cor
CN(C)c1ccc(C(=O)C=Cc2ccc([N+](=O)[O-])cc2)cc1	-6	?	11	-12	14	-6	-3.2
CC1=C(C#N)C2(O)C(=O)c3ccccc3C2(O)N1 (stereo not drawn)	4	8	8	7	7	-5	-2.9
CC1=C(C)CC(C(=O)NNC(=O)c2csc(C)c2C)C(C(=O)O)C1 (stereo not drawn)	-10	-4	1	2	16	.	.
COc1ccc2c3c([nH]c2c1)[C@H](CO)N(S(C)(=O)=O)CC31CN(C(=O)Cc2cccnc2)C1	-5	0	-4	.	23	.	-2.0
COCCNC(=O)Cn1cnc2sc(C)c(S(=O)(=O)N3CCC(C)CC3)c2c1=O	.	.	-6	.	6	14	.
COC(=O)C1=C(C)N(c2ccc(F)c(Cl)c2)C(=O)C1	.	.	-3	19	.	-6	.
O=C(C1=C[C@@H](c2ccc(Br)cc2)C[C@@H](OCCCCO)O1)N1CCCCCCC1	-11	1	.	3	.	.	-0.4
Cc1noc(C)c1NC(=O)Nc1ccc2c(c1)C(=O)N([C@H](C)CO)C[C@H](C)[C@@H](CN(C)Cc1ccc(Oc3ccccc3)cc1)O2	5	-3	.	.	4	4[16.7 µM]	-1.9
Cc1ccc(CNC(=O)c2cc(C)nn2-c2ccccc2)cc1	9	0	-17	13	-6	-5	-0.5
Cc1nnc(SCC(=O)NNC(=O)c2ccccc2)n1-c1ccccc1	6	-5	1	-1	7	.	.
COc1ccc(Oc2c(OC)cc(NCc3ccc(CN)cc3)c3ncccc23)cc1	-6	1	.	-2	-19	0	-2.7
CCCC[C@@H](O)C1=C(C)Cn2c(=O)n(-c3ccccc3)c(=O)n2[C@H]1CO	0	-7	.	-20	.	.	1.8
Cc1cc(C)n2c(C)nnc2c1	-1	1	2	4	2	.	2.1
O=C(c1ccc(S(=O)(=O)Cc2ccccc2Cl)c([N+](=O)[O-])c1)N1CCN(c2ccccn2)CC1	9	-3	12	53	.	-4	1.5
CCCN1[C@@H]2c3ccc(-c4cccnc4)c(=O)n3C[C@@H]2[C@@H](CO)[C@@H]1C(=O)NCCN1CCCC1	-21	.	.	-20	-4	1[16.7 µM]	-2.6
COC(=O)c1ccccc1SC(CC(=O)c1ccccc1)c1ccc(F)cc1 (stereo not drawn)	-17	6	-3	-18	13	-1	0.9
C[C@@H]1CN([C@@H](C)CO)C(=O)c2cc(NC(=O)CCC(F)(F)F)ccc2O[C@H]1CN(C)Cc1ccc(Cl)c(Cl)c1	15	6	3&-8	25	-27&-26	-4	2.7
Cc1ccc(S(=O)(=O)N2CCOCC2)cc1NC(=O)CSc1nnnn1C1CCCC1	3	0	-1	-1	-2	-7	0.1
N#CC1=C(SCC(=O)NC23CC4CC(CC(C4)C2)C3)NC(=O)C(C#N)C12CCCCC2 (stereo not drawn)	7	-1	.	.	-18	16	-0.1
CC1(C(=O)NS(=O)(=O)c2cccs2)CCN1C(=O)C1CC1 (stereo not drawn)	8	-5	-1	4	3	-1	-0.9
COc1cc2cnc(-c3ccccc3F)cc2cc1OC	-26	-5	-8	-72	42	-5	0.7
CN1CCN(S(=O)(=O)c2cccc(C(=O)Nc3cccc([N+](=O)[O-])c3)c2)CC1	13	3	2	11	3	.	-2.1
O=C(NCC(c1ccco1)N1CCCCC1)c1ccc(COc2ccccc2)cc1 (stereo not drawn)	9	2	15	-1	-30	.	2.5
O=C(O)c1nn(CC(=O)N2CCN(S(=O)(=O)c3ccc(Cl)cc3)CC2)c(=O)c2ccccc12	1	0	-5	-11	23	4	-4.8
O=C(O)c1ccc(NC2=C(Cl)C(=O)c3ccccc3C2=O)cc1	?	6	1	83*	-41	-2	-9.9
COc1cccc(C(=O)Nc2ccc3c(c2)C(=O)N(C)C[C@H](OC)[C@H](C)CN(C)[C@H](C)CO3)c1	1	1	7	.	-1	-13[16.7 µM]	1.6
CCOC(=O)c1[nH]ncc1CN1CCCC(C(=O)c2ccc(OC)cc2C)C1 (stereo not drawn)	16	10	.	22	-5	.	1.0
CCOC(=O)CSc1nnc(COc2cccc(C)c2)o1	5	.	0	-7	-5	-2	-3.1
COc1ccc(S(=O)(=O)Cc2ccc(C(=O)NCc3cccs3)o2)cc1	2	-4	-30	-9	-3	4	2.9
CCCN1C[C@H](C)[C@@H](OC)CN(C)C(=O)c2ccc(NC(=O)CC)cc2OC[C@@H]1C	-1	.	1	.	-5	5[16.7 µM]	-0.9
C[C@H]1CN([C@@H](C)CO)C(=O)c2cccc(NS(=O)(=O)c3ccccc3)c2O[C@@H]1CN(C)C(=O)Nc1ccc(F)cc1	-11	-9	.	7	7	12[16.7 µM]	-2.4
COc1ccc(Cn2cc(CN3CCc4onc(-c5ccccc5OC)c4C3=O)nn2)cc1	0	13	-12	-13	2	.	-0.7
Cc1cnc(C(=O)NC(Cc2ccccc2)c2ccccc2)cn1 (stereo not drawn)	-9	2	-5	-10	2	-1	-1.5
CC(C)n1nc(C(=O)Oc2ccc(Cl)cc2)c2ccccc2c1=O	.	.	1	1	-25	-2	.
N#C/C(=C/c1ccc2c(c1)OCO2)C(=O)NCCc1c[nH]c2ccccc12	29	-6	.	.	3	5	1.3
CCC(=O)N1CC2(C1)CN(C(=O)c1cnccn1)[C@H](CO)c1c2c2ccc(OC)cc2n1C	6	-10	-6	-12	7	.	0.1
C=CCNC(=O)c1onc(CSc2cccc(Cl)c2)c1C(=O)O	14	4	14	-6	.	.	-1.5
CC(C)n1c(SCC(=O)N2CCCCC2)nc2c1c(=O)n(C)c(=O)n2C	0	-3	-14	2	20	-9	1.7
O=C(O)CCC(=O)NNc1ccccc1[N+](=O)[O-]	.	.	6	15	3	-5	.
O=C(Cn1cccn1)N1CCCC(Nc2ccc(F)c(F)c2)C1 (stereo not drawn)	3	27*	3	-8	1	2	0.3
COc1ccc(NC(=S)N/N=C/c2cccn2Cc2ccccc2F)cc1	5	.	9	1	-7	.	1.1
COC(=O)CSc1nnc(COc2ccc3ccccc3c2)o1	8	-1	4	9	-5	-1	-0.9
CC(=O)c1sc(NC(=O)CCNC(=O)c2ccco2)nc1-c1ccccc1	.	2	.	11	-8	.	-0.7
Cc1noc(C)c1S(=O)(=O)N(C)C[C@@H]1Oc2ccc(NC(=O)Cn3cnnn3)cc2C(=O)N([C@@H](C)CO)C[C@@H]1C	-10	-5	-2	.	11	-2[16.7 µM]	-1.3
Cc1ccc(C(=O)NC2CCCCCCC2)cc1S(=O)(=O)N1CCOCC1	-41	-4	-3	-102	1	.	-1.3
CN1CCN(c2ccc(NC(=O)COc3ccc(Cl)cc3Cl)cc2)CC1	.	.	-12	9	.	20	.
COc1cccc(NC(=O)C2C3CCC4C(CCC32)C4(Cl)Cl)c1 (stereo not drawn)	.	.	0	10	-43	-3	.
COC(=O)c1ccc[n+](CCc2c[nH]c3ccccc23)c1	5	-15	.	.	5	-3	-1.6
CCc1nc2ccccc2n1CCC(=O)O	9	.	.	.	17	-2	-4.0
CCn1nc(C(=O)N2CCc3ccccc32)c2ccccc2c1=O	8	5	1	0	3	-6	-9.2
CCCC(=O)Nc1ccc2c(c1)C(=O)N(C)[C@@H]1CC[C@H](CC(=O)NCc3ccccc3Cl)O[C@H]1CO2	?	-8	-8	25	1	50[16.7 µM]	-1.4
CCOC(=O)N1CCN(C(=O)CSc2nnc(Cc3ccccc3)o2)CC1	9	?	13	-5	0	9	1.3
O=C(Nc1ccc(F)cc1)N1CCCCN2[C@@H](CO)[C@H](c3ccc(-c4ccncc4)cc3)[C@@H]2C1	3	30*	.	8	-14	-1[16.7 µM]	-0.7
CCCCCCC(=O)NNC(=O)c1c(O)c2ccccc2n(CC)c1=O	1	-5	-2	17	-2	.	-0.3
O=C(NC1CCSC1=O)c1cccc(Cl)c1 (stereo not drawn)	12	3	-11	-4	-5	0	-3.5
C[C@H](CO)N1C[C@H](C)[C@@H](CN(C)S(=O)(=O)c2ccccc2)Oc2ccc(NC(=O)CCCN(C)C)cc2C1=O	-6	5	.	-1	30	-2[16.7 µM]	2.4
Cc1ccc(-c2cc(C(=O)NCc3ccco3)no2)cc1	-82	2	.	.	-3	-1	0.5
COC(=O)C(C)Sc1nc2c(cnn2-c2ccccc2)c(=O)[nH]1 (stereo not drawn)	8	2	0	-4	22	.	-0.2
O=C(CCNC(=O)C1CCN(S(=O)(=O)c2ccc(F)cc2)CC1)Nc1nccs1	.	0	11	4	10	1	-2.1
COC(=O)c1cc(NC(=O)CN(C)C2CCS(=O)(=O)C2)cc(C(=O)OC)c1 (stereo not drawn)	8	-5	-3	.	10	-4	-3.0

Compound activity: PubChem BioAssay, Broad Institute

An unsorted share of the library; 3.9% or so of the library scored in one or more.
